# NCI-60 one-dose screen, 48 h, at 10 µM unless noted. Numbers give growth in % (100 = growth as untreated, 0 = no growth, -100 = all killed).
# PC-3 = PC-3 prostate cancer cells | 3.9% of 80,000 active | AID 1794754
# DU-145 = DU-145 prostate cancer. 4.2% of 81,000 active. AID 1794760
# U251 = U251 CNS tumor cells. 5.4% of 80,000 active
# HCC-2998 = HCC-2998 colon cancer; 4.7% of 79,000 active; AID 1794799
# SF-295 = SF-295 CNS cancer cells; 5.6% of 79,000 active; AID 1794758
# SF-268 = SF-268 CNS cancer cells; 3.1% of 82,000 active
# SF-539 = SF-539 CNS cancer; 6.8% of 81,000 active
# SNB-19 = SNB-19 CNS cancer cells; 2.5% of 81,000 active
# SNB-75 = SNB-75 CNS cancer. 5% of 79,000 active
# Numbers without * were called inactive; / = not tested or not shown; & = joins results of further samples; [ ] = dose if it differs, or a comment. How the source made its calls: active means growth percent below 10; inactive means the rest. Rows were taken by chance. Share with any hit: about 9.9%.
# Every second line gives: PC-3	DU-145	U251	HCC-2998	SF-295	SF-268	SF-539	SNB-19	SNB-75
> Cc1cc(C)c(Nc2nc3c(s2)C2=CC[C@H]4[C@@H]5CC[C@H]([C@H](C)CCCC(C)C)[C@@]5(C)CC[C@@H]4[C@@]2(C)CC3)c(C)c1
  90.4	108.8	102.2	97.8	100.4	93.0	99.5	95.1	93.4
> CN(C)c1ccnc(CNCCSC2(c3ccccc3)c3ccccc3C=Cc3ccccc32)c1
  -23.3*	-26.1*	-77.1*	-77.3*	-70.5*	-30.7*	-96.5*	/	-10.9*
> COc1ccc(/C=N\Nc2nc(SCCC(C)C)nc(-c3ccc(OC)cc3)c2C#N)cc1
  72.3	72.8	7.0*	82.1	17.4	78.9	24.6	69.5	-19.4*
> CC(C)c1ccc(Cn2nc(Nc3ccc(Cl)c(Cl)c3)nc2N)cc1
  64.3	97.6	99.2	98.2	91.4	98.5	82.2	99.4	79.3
> COc1cc(CNC(=O)CCCC/C=C/C(C)C)ccc1OCc1nnc(Nc2cccc(Br)c2)o1
  87.9	89.8	101.8	100.8	84.2	92.6	88.4	99.5	83.5
> O=C(/C(Cl)=N/O)c1ccc(Cl)cc1
  83.4	118.7	89.5	/	108.5	88.9	111.5	95.1	114.4
> Cc1[nH]n(C(N)=S)c(=O)c1N=Nc1ccc(S(=O)(=O)Nc2ccncn2)cc1
  77.1	83.7	113.3	104.8	124.6	85.0	99.2	99.8	73.7
> O=c1cc(O)c2sc(-c3ccc(F)cc3)cc2[nH]1
  84.8	103.7	102.2	101.0	109.3	104.0	97.3	106.4	75.9
> CCOc1ccc(-c2c(C#N)c(-c3ccc(Br)cc3)nc3n[nH]c(-c4ccc(Br)cc4)c23)cc1OC
  37.5	74.0	68.4	78.7	74.3	64.8	76.6	80.2	60.7
> COc1cc(C)cc2oc3oc(=N)c(-c4csc(-c5cc6ccccc6o5)n4)cc3c(=O)c12
  107.1	108.0	99.2	99.4	/	103.6	98.8	97.2	99.2
> COc1ccc(-c2cc(=O)c3ccc4ccccc4c3o2)cc1OC
  69.5	80.9	73.9	/	54.6	70.9	71.3	67.4	55.1
> Cn1c(/N=C/c2ccc([N+](=O)[O-])cc2)c(N)c(=O)n(C)c1=O
  98.0	109.1	103.6	101.5	120.7	101.4	114.5	95.9	95.0
> CCOc1ccc(NC(=S)n2c(=O)cc(C)c3ccc(O)cc32)cc1
  101.2	107.5	97.1	102.8	105.6	96.6	101.8	101.9	88.7
> CCOC(=O)c1ccc(Nc2ccnc(SCC(=O)c3ccc(-c4ccccc4)cc3)n2)cc1
  97.2	107.6	99.4	108.4	91.7	106.5	101.7	90.5	94.3
> C=C1C(=O)O[C@H]2[C@H]1CC/C(COC(=O)NCc1ccc(Cn3c(=O)sn(-c4ccc(C#N)cc4)c3=O)cc1)=C\CC[C@@]1(C)O[C@@H]21
  71.6	8.6*	81.2	103.5	102.5	75.1	61.2	88.5	80.3
> COc1cc(/C=C2\CCCC3=C2NC(C)=NC3c2cc(OC)c(OC)c(OC)c2)cc(OC)c1OC (configuration not stated)
  42.7	4.9*	9.8*	11.9	-25.0*	21.2	13.5	61.2	21.9
> O=C(NO)c1ccc(NC(=O)c2nc(-c3ccccc3)n(-c3ccccc3)n2)cc1
  /	100.3	84.6	98.6	90.2	100.3	86.8	93.1	97.4
> O=C(Nc1nc2ccccc2s1)c1cccs1
  73.9	89.5	88.0	49.7	70.7	89.9	94.1	87.3	82.5
> N#C/C(=N\Nc1ccccc1)C(=O)Nc1cc(-c2ccccc2)nn1-c1ccccc1
  10.0	51.5	8.3*	40.7	11.4	22.9	40.4	14.6	68.2
> N/C(=N\c1nc(-c2cccc([N+](=O)[O-])c2)cs1)NC(=O)Nc1cccc2ccccc12
  84.0	99.6	95.2	108.8	98.9	92.5	89.8	102.1	50.1

# 3 entries from above, with each value named.
COc1cc(/C=C2\CCCC3=C2NC(C)=NC3c2cc(OC)c(OC)c(OC)c2)cc(OC)c1OC (configuration not stated)
  PC-3 = 42.7
  DU-145 = 4.9*
  U251 = 9.8*
  HCC-2998 = 11.9
  SF-295 = -25.0*
  SF-268 = 21.2
  SF-539 = 13.5
  SNB-19 = 61.2
  SNB-75 = 21.9

O=C(NO)c1ccc(NC(=O)c2nc(-c3ccccc3)n(-c3ccccc3)n2)cc1
  PC-3 = /
  DU-145 = 100.3
  U251 = 84.6
  HCC-2998 = 98.6
  SF-295 = 90.2
  SF-268 = 100.3
  SF-539 = 86.8
  SNB-19 = 93.1
  SNB-75 = 97.4

O=C(Nc1nc2ccccc2s1)c1cccs1
  PC-3 = 73.9
  DU-145 = 89.5
  U251 = 88.0
  HCC-2998 = 49.7
  SF-295 = 70.7
  SF-268 = 89.9
  SF-539 = 94.1
  SNB-19 = 87.3
  SNB-75 = 82.5

# (next part)
# Every second line gives: PC-3	DU-145	U251	HCC-2998	SF-295	SF-268	SF-539	SNB-19	SNB-75
> Clc1cccc(Cc2cn3cc(-c4ccccc4)nc3s2)c1Cl
  69.9	68.0	81.7	31.8	/	89.2	77.6	96.3	60.4
> O=C(NCCCCC(c1ccc(F)cc1)c1ccc(F)cc1)NCCCc1cccnc1
  11.5	22.0	26.4	29.2	18.5	52.4	1.0*	24.5	53.0
> COc1ccc(-c2nn(-c3cccc(Cl)c3)cc2-c2cc(-c3ccc(Br)cc3)[nH]c(=O)c2C#N)cc1
  86.0	56.5	90.0	98.4	99.1	89.1	81.0	90.6	-37.1*
> CCCCCC(=O)Nc1cc(S(=O)(=O)O)cc2cc(S(=O)(=O)O)cc(O)c12
  92.1	116.7	101.1	107.4	110.0	116.2	110.9	98.1	120.2
> CN(C)CCOc1cccc(NC2=C(Cl)C(=O)C(Nc3cccc(OCCN(C)C)c3)=C(Cl)C2=O)c1
  5.5*	-100.0*	-93.2*	11.6	66.5	-50.0*	-86.4*	6.1*	84.0
> COc1ccc(-c2nc(N=Nc3c(O)[nH]c4ccc(Br)cc34)[nH]c(=O)c2C#N)cc1OC
  94.3	109.5	100.1	102.9	95.8	95.2	101.9	99.5	78.4
> Nc1c(C(=O)Nc2cc(Cl)cc(Cl)c2)sc2nc3c(cc12)C(O)CCC3 (configuration not stated)
  95.7	107.3	102.3	91.8	89.0	100.4	99.7	99.7	99.1
> Cc1nc2ccccc2nc1CC(O)(c1ccccc1)c1ccccc1
  81.4	114.0	94.1	99.8	91.5	112.1	104.1	104.3	88.8
> COc1cc(C2=CC(c3ccc(C)cc3Br)N3C=CSC3=N2)cc(OC)c1OC (configuration not stated)
  102.0	112.2	99.8	107.3	100.0	109.6	106.5	101.5	113.6
> COC(=O)Cc1nc(C#N)c(N(C)C)o1
  99.4	112.0	98.8	102.6	100.0	94.8	99.0	96.1	78.5
> C=C1SC(=Nc2ccccc2Cl)N(C(=O)c2sc3ccccc3c2Cl)C1(C)C
  30.7	94.0	49.2	72.9	27.0	85.2	54.3	42.9	42.6
> Cc1ccc(CC(=O)O)cc1
  85.3	114.6	97.1	106.2	123.3	103.4	103.2	100.1	80.5
> C=C1C2CC[C@@]3(CC[C@@H]4[C@@]5(C)CCC[C@@]4(C=[N+](CCO)C5)[C@@H]3C2)[C@@H]1O
  99.2	/	102.8	113.0	102.5	99.6	105.4	105.2	95.2
> O=C(CC(c1ccccc1)N1CCCCC1)c1ccccc1 (configuration not stated)
  100.7	93.5	86.7	/	94.7	95.0	109.0	84.4	93.4
> O=C1C2Nc3ccccc3N=C2OC1c1cccc([N+](=O)[O-])c1 (configuration not stated)
  96.3	110.0	107.7	113.4	103.0	101.0	90.7	/	88.9
> CCCCCCCCCC1OC(C)C(C)O1 (configuration not stated)
  102.4	104.9	98.1	103.7	105.4	98.9	97.1	96.2	88.2
> COc1cc(/C=C/C(=O)N2CCN(CC(=O)N3CCCC3)CC2)cc(OC)c1OC
  92.1	124.3	100.3	102.5	103.0	106.9	98.0	127.4	90.2
> CN1CCN(c2ccc(Nc3nc(NCCNS(=O)(=O)c4ccccc4)c4sccc4n3)cc2)CC1
  95.4	105.9	102.6	105.9	104.5	79.6	95.4	98.9	81.5
> CCOC(=O)c1c(NC(=O)c2ccc(Cl)cc2)sc2c1CCCC2
  96.8	106.9	96.2	107.3	99.3	97.6	97.1	107.9	97.5
> OCC[C@H]1C[C@@H]1/C=C/c1ccccc1
  90.1	112.8	93.7	100.6	98.5	103.8	100.6	97.1	82.5
> Nc1nc2ccc(Br)cc2s1
  95.4	113.9	99.2	94.2	104.5	110.9	104.5	106.0	93.9
> Nc1nc(N)c2c(n1)NC(c1ccc(Cl)cc1)CC(c1ccc3c(c1)OCO3)=N2 (configuration not stated)
  64.4	104.3	83.5	89.5	79.6	84.8	71.7	74.8	61.1
> Cc1cc2c(cc1C)-n1c(C)cc(=O)n1CC(=O)N2
  93.6	111.3	97.2	105.4	95.6	111.6	98.3	102.7	77.1
> O=C1/C(=C/c2ccc(Cl)cc2)COc2ccc(O)c(O)c21
  -6.0*	21.4	-57.0*	6.0*	77.1	-0.8*	-76.0*	24.9	18.2
> CCOC(=O)/C=C(\C)OCC
  97.3	115.4	99.7	/	102.1	99.5	111.7	103.6	87.1
> C=CCNc1ccc2c3c(cccc13)C(=O)N(c1ccc(/C(=C(\C)c3ccccc3)c3ccccc3)cc1)C2=O
  78.2	90.6	97.3	103.0	83.0	107.0	98.4	95.3	99.3
> CC1=C(C)C(=O)C(N2CCC(c3ccccc3)CC2)=CC1=O
  48.2	86.0	66.5	103.7	85.0	79.4	91.0	86.5	80.1
> COc1cc(OC)cc(C(=O)Nc2cccc(-c3cc(=O)c4ccccc4o3)c2)c1
  81.3	109.4	107.9	111.0	91.7	119.4	97.6	101.3	105.1
> COC(=O)C1Cc2ccccc2CN1C(=O)c1ccc2c(c1)Cc1ccccc1-2 (configuration not stated)
  21.2[50 µM]	59.8[50 µM]	32.3[50 µM]	67.7[50 µM]	30.2[50 µM]	49.3[50 µM]	70.1[50 µM]	43.7[50 µM]	60.8[50 µM]
> COc1cc(/C=C2\CCCC3C2=Nc2ccccc2NC3c2cc(OC)c(OC)c(OC)c2)cc(OC)c1OC (configuration not stated)
  38.2	5.0*	-11.4*	-60.2*	-10.8*	26.0	35.2	64.4	54.5

# (more compounds)
compound	PC-3	DU-145	U251	HCC-2998	SF-295	SF-268	SF-539	SNB-19	SNB-75
O=C(O)c1cn(C2CC2)c2cc(N3CCN(Cc4cc(Cl)ccc4O)CC3)c(F)cc2c1=O	54.7	95.2	36.6	82.4	34.3	75.8	74.0	60.2	67.6
CC(C)c1ccc(S(=O)(=O)Nc2sc3c(c2C(N)=O)CCC(=O)C3)cc1	94.0	98.7	103.4	103.1	101.4	99.9	105.5	99.3	62.4
CCCCCCCCCCC1OC(C)CC(C)O1 (configuration not stated)	101.3	103.7	104.9	101.3	109.4	96.0	102.8	109.5	95.4
NC(=O)c1c(NC(=O)CSc2ccccc2)sc2c1CCC2	/	131.2	87.8	95.6	93.2	91.7	111.6	74.4	97.5
CCN(CC)S(=O)(=O)N1CCN(S(=O)(=O)N(CC)CC)CC1	104.5	109.4	105.2	93.4	97.0	98.7	100.2	107.9	92.9
O=C(O)CSCc1nc2ccccc2[nH]1	95.5	110.8	108.8	103.5	112.3	99.2	103.2	97.4	88.7
CN1CCN(c2nc(-c3csc(-c4cccs4)n3)cc3ccccc23)CC1	39.8	55.8	28.8	-38.2*	83.0	49.6	86.7	66.1	54.5
O=C(Nc1nc(-c2ccccc2Cl)cs1)c1cc(-c2ccc(Br)cc2)nc2ccccc12	43.1	69.3	46.1	63.9	34.4	66.4	76.1	71.0	96.8
CCc1nnc(N)s1	98.0	109.4	101.8	102.9	110.9	102.7	134.2	106.2	105.5
CCOC(=O)/C(C#N)=N/Nc1ccc(Cl)cc1	93.1	96.1	91.6	100.5	88.8	107.2	101.5	97.5	96.0
COc1ccc(C(=O)c2oc3nc(-c4cnccn4)cc(-c4cccs4)c3c2N)cc1	106.7	107.6	103.1	107.7	98.7	100.7	95.9	99.7	88.8
Cc1ccc(C23CCC(=O)N2CCc2cncn23)cc1 (configuration not stated)	95.0	105.1	97.2	106.9	102.2	114.0	101.2	97.7	110.8
CC(=O)N[C@H](C(=O)N[C@H](Cc1ccccc1)C(=O)N[C@H](CS)C(=O)N[C@H](CCCN=C(N)N)C(=O)N[C@H](CCCN=C(N)N)C(=O)N[C@H](CCCN=C(N)N)C(N)=O)[C@@H](C)O	99.6	109.4	109.8	103.0	101.3	106.1	100.3	/	82.8
Cc1ccc(C)n1/C=C/n1c(C)ccc1C	62.8	113.3	109.2	95.0	76.9	142.8	100.0	98.4	80.7
CCCC1(CCC)NC(=O)NC1=O	93.3	112.2	92.1	100.6	109.9	104.8	104.0	102.3	103.9
O=C(/C(=C\c1ccccc1)c1ccccc1)c1ccccc1	81.3&90.2	90.6&103.9	76.8	106.4&99.3	91.3&80.5	74.6&95.6	93.5&109.3	89.0&99.3	38.8&78.1
C=CS(=O)(=O)CCO	96.3	114.5	103.0	106.7	112.1	106.4	106.0	109.3	105.9
COc1ccc(-c2cs/c(=N\N=C\c3ccc(Cl)cc3)n2-c2ccccc2)cc1	93.5	105.5	95.8	98.1	102.8	107.9	100.8	99.2	98.1
